Compound activity deposited in PubChem by several laboratories.
MEX-5 binding: C. elegans MEX-5 TCR-2 RNA binding activity; Q9XUB2; MEX-5/FITC-TCR2 RNA binding, fluorescence polarization; active compounds read low; activity score (negative = inhibition of binding), % at 10 µM; hit rate 0.38% among 300,000;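 active = inhibition past about -25% in most replicates, and total fluorescence under double the plate's negative control median, limit read from the data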;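 also: 0% = DMSO and -100% = 5 µM competing unlabeled TCR2 RNA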
MCL1-BIM inh: MCL1-BIM-BH3 interaction inhibition (human) | hit rate 0.68% among 320,000 | inhibition, % at 10.9 µM | GST-MCL1 / FITC-Bim-BH3 fluorescence polarization;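 active = inhibition above the mean inhibition of all tested compounds plus 3 SD, set per campaign, cut at about 40% in these data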;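 also: 0% = DMSO wells and 100% = unlabeled Bim-BH3 peptide control; higher means more loss of mP so more displacement of Bim peptide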
GRK2 aptamer HTS: inhibitors of human GRK2 displacing RNA aptamer; bead flow cytometry, FAM-aptamer displacement from GRK2; inhibition of aptamer binding, % at 10 µM; hit rate 0.59% among 330,000;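 active = inhibition of aptamer binding above 40%, roughly 3 SD of noise, on plates passing a quality check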;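 also: median bead fluorescence of bound FAM aptamer so fluorescent compounds give negative values; no value below 0 was filed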
Fam108B inh: blocks mouse Fam108B hydrolase in RBBP9 counter-screen; recombinant Fam108B, FP-Rh probe fluorescence polarization; inhibition, % at 9.51 µM; hit rate 0.33% among 300,000; AID 1947;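 active = inhibition above the screen mean inhibition plus 3 SD, computed separately per campaign, cut at about 18% in these data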;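 also: inhibitors lower polarization as less probe binds the enzyme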
GLD-1 RNA inh: GLD-1-TGE RNA interaction inhibition (C. elegans). inhibition, % at 5.96 µM. purified GLD-1 + fluorescein TGE RNA, fluorescence polarization. Q17339. AID 2280. hit rate 0.44% among 320,000;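 active = percent inhibition above a per-plate cutoff, the plate mean of test compounds plus 3 SD, cut at about 30% in these data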;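 also: 0% = DMSO wells with GLD-1 and probe and 100% = wells lacking GLD-1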
Target sequence (Q17339 whole entry, looked up): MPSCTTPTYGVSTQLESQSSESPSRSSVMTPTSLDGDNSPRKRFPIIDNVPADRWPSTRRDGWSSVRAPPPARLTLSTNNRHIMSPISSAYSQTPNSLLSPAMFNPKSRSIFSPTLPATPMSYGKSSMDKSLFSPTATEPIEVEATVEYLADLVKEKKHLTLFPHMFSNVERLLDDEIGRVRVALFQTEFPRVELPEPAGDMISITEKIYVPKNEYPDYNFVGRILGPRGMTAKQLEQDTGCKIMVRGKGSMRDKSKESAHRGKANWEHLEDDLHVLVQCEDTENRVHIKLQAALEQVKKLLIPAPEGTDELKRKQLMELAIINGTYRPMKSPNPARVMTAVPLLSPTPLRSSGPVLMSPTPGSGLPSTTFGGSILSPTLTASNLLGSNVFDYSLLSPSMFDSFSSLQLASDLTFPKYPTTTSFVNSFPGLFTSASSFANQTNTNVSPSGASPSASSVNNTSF
VLA-4 inh: inhibition in a human VLA-4 binding assay; inhibition, % (about 7 µM as worked out from the volumes in the protocol); P13612; VLA-4 expressing cells, ligand binding flow cytometry; hit rate 0.2% among 330,000; in the data active = inhibition above about 50%
AGP1 TOR yeast: modulators of TOR pathway AGP1-GFP in S. cerevisiae; S. cerevisiae AGP1-GFP multiplex flow cytometry, 3 h; GFP as percent of DMSO wells; AID 2066; hit rate 0.02% among 320,000; GFP response vs DMSO, % at 10 µM;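 active = GFP response relative to DMSO above a set limit, near screen average plus 3 SD, cut at about 150% in these data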;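 also: median GFP channel fluorescence of the gated AGP1 strain per well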
Bcl-xL primary: inhibitors of human Bcl-xL; GST-Bcl-xL / FITC-Bim BH3 peptide fluorescence polarization; hit rate 0.7% among 320,000; inhibition, % at 10.9 µM;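 active = inhibition above the mean of all tested compounds plus 3 SD, cutoff set per campaign, cut at about 30% in these data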;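 also: 0% = DMSO wells and 100% = unlabeled Bim-BH3 peptide competitor; inhibitors lower millipolarization by displacing the labeled peptide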
Target sequence (Q07817 whole entry, looked up): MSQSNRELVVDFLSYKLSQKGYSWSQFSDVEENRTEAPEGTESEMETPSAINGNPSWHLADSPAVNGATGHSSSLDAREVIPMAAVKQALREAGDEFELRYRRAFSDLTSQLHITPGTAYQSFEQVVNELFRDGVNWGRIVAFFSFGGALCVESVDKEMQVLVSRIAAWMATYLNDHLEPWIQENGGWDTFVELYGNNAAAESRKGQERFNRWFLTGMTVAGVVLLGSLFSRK
CIT2 TOR yeast: alters CIT2-GFP fluorescence in TOR pathway yeast screen; AID 2029; hit rate 0.065% among 320,000; GFP response vs DMSO, % at 10 µM; S. cerevisiae CIT2-GFP strain, flow cytometry, 3 h; 100 means same as DMSO wells;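 active = GFP response relative to DMSO above a set limit, near the screen mean plus 3 SD, cut at about 150% in these data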;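 also: ratio of well median GFP fluorescence to mean of DMSO wells on the plate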
Active calls of the source: *; . = not tested or not shown; [ ] = another dose, or the depositor's remark.

SMILES	MEX-5 binding	MCL1-BIM inh	GRK2 aptamer HTS	Fam108B inh	GLD-1 RNA inh	VLA-4 inh	AGP1 TOR yeast	Bcl-xL primary	CIT2 TOR yeast
CCOC(=O)C1(CCOc2ccccc2)CCN(Cc2ccc(-n3cccn3)cc2)CC1	-3.0	-4	0	-7	3	7	106	9	102
COc1ccc(S(=O)(=O)Nc2cccc3c2O[C@H](CN(C)S(=O)(=O)c2cccs2)[C@@H](C)CN([C@H](C)CO)C3=O)cc1	.	.	5	.	0	12	94	.	99
COc1ccc(CCNC(=O)C2CCCN(c3ncnc4c3nc3n4CCCCC3)C2)c(OC)c1 (stereo unspecified)	0.6	-10	1	0	6	4	121	-5	119
CCOC(=O)C1(Cc2ccccc2C(F)(F)F)CCN(C(C)CSC)CC1 (stereo unspecified)	-2.8	1	2	-1	0	1	101	4	99
CC(=O)CSc1ccc(-c2nc3ccccc3[nH]2)cn1	3.7	5	3	1	4	6	101	5	103
O=C(O)C1CCN(c2ncccn2)CC1	0.0	10	0	7	-1	-5	93	14	98
COCCCNC(=S)Nc1ccc(C)cc1[N+](=O)[O-]	-2.2	10	1	-2	0	1	97	4	76
CCOC(=O)C(CCCCCOc1ccccc1[N+](=O)[O-])C(=O)OCC	-1.3	4	3	5	6	5	92	-1	99
CCOc1ccccc1CN1CCN(C2CCSCC2)CC1CCO (stereo unspecified)	-0.2	-4	0	-2	-9	11	98	-2	94
O=C(c1cc(-c2ccccc2)n[nH]1)N1CCc2c([nH]c3ccccc23)C1c1ccccn1 (stereo unspecified)	-0.3	-8	0	-11	0	8	100	1	89
Cc1ccc(-c2nn(Cc3ccccc3)cc2/C=C/C(=O)O)cc1	2.7	4	4	2	-3	15	95	3	98
C/C(=N/NC(=O)c1cc(C)[nH]n1)c1ccncc1	0.2	1	0	-2	3	5	93	5	95
CC(=O)c1ccccc1NC(=O)C1CCCN(C(=O)c2ccc(Cl)cc2)C1 (stereo unspecified)	.	4	3	.	-2	2	95	2	95
O=[N+]([O-])c1ccc2sc(SCc3nc4ccccn4c3Br)nc2c1	-0.7	8	0	5	4	7	93	6	86
Cc1ccccc1-c1nnnn1C1CCS(=O)(=O)C1 (stereo unspecified)	0.2	6	7	2	4	-2	112[may fluoresce red]	1	106[may fluoresce red]
CC1CCCC(C)N1C(=O)c1ccc(S(=O)(=O)NCc2ccco2)cc1 (stereo unspecified)	-1.0	-7	1	-2	-6	12	105	0	105
O=C(NC(=O)c1ccccc1F)OCc1ccc(Cl)cc1Cl	-0.1	5	1	-1	4	-9	86	8	75
CCOC(=O)c1csc(NC(=O)COc2ccc(Cl)cc2Cl)n1	0.1	5	0	-1	0	-3	91	3	98
O=C(c1ccc(Cl)cc1)c1cnc(Nc2ccccc2Cl)s1	-1.6	7	0	-14	2	5	95	5	103
Cc1ccc(NC(=O)c2cnccn2)nc1	3.8	.	0	.	.	-1	98	.	92
COc1ccc(NC(=O)c2sc3ncn(CC(=O)N4CCCCC4)c(=O)c3c2C)cc1OC	-1.7	-4	1	0	1	-12	96	-2	100
COC(=O)c1sc(S(=O)(=O)N2CCN(c3ccccc3F)CC2)c(C(=O)OC)c1C	.	.	11	.	1	4	105	.	108
CN(C)c1ccc(CN(Cc2ccco2)C(=O)c2ccco2)cc1	1.3	4	0	1	-7	4	97	8	95
O=C(NCc1ccccc1)c1ccc(S(=O)(=O)N2CCCc3ccccc32)cc1	-5.6	-1	0	-11	4	4	98	2	104
O=C(Nc1nc2c(s1)CCCC2)c1cccnc1	0.2	5	0	2	-6	.	103	-3	92

Further results follow.
SMILES	MEX-5 binding	MCL1-BIM inh	GRK2 aptamer HTS	Fam108B inh	GLD-1 RNA inh	VLA-4 inh	AGP1 TOR yeast	Bcl-xL primary	CIT2 TOR yeast
Cc1c(N2C(=O)/C(=C\c3ccccc3O)SC2=S)c(=O)n(-c2ccccc2)n1C	1.0	11	0	-1	2	21	93	13	108
O=C(Cc1ccc(Br)cc1)NCCc1ccc(F)cc1	0.6	5	1	-1	4	8	108	1	94
CC1CN(Cc2cc(=O)n3ccsc3n2)CC(C)O1 (stereo unspecified)	1.2	-7	0	-1	11	-3	95	0	109
COc1cc(/C(C)=N/NC(=S)NC(C)C)cc(OC)c1OC	1.9	11	0	2	1	-1	102	10	106
COCCn1c(C)cc(C(=O)COC(=O)C2CC(=O)N(CCc3ccc(OC)c(OC)c3)C2)c1C (stereo unspecified)	5.0	7	2	2	5	-3	107	8	100
CCN(Cc1ccccc1)C(=O)c1cccc(S(=O)(=O)N2CCN(c3ccc(F)cc3)CC2)c1	-1.1	-4	0	1	6	-2	108	-6	93
COc1cc(-c2nnc3sc(Cc4ccc(Cl)cc4)nn23)cc(OC)c1OC	-1.0	6	0	-4	4	6	104	5	96
CCn1c(SCC(=O)Nc2ccc(N3CCOCC3)cc2)nnc1-c1ccc(OC)cc1	-4.6	3	1	6	-7	-9	93	0	107
NCCOc1ccc(C23CC4CC(CC(C4)C2)C3)cc1	-0.5	2	0	-2	4	32	96	2	97
CCC(=O)NCc1ccc2[nH]c(C)cc2c1	-1.4	13	0	-2	8	12	97	19	98
COc1cc(C(=O)N2CCN(Cc3ccccn3)CC2)cc(OC)c1OC	2.0	-6	0	-7	-3	13	101	-1	98
O=C(CSc1ccccc1F)NCC1(N2CCCCC2)CCCCC1	.	-16	3	.	5	-7	110	-8	99
O=S(=O)(c1ccccc1)N1CCN(S(=O)(=O)c2ccccc2)C1	1.7	1	2	-5	-1	28	101	0	104
COc1cccc(N2CCN(C(=O)/C=C/c3ccco3)CC2)c1	2.6	-22	5	-4	0	33	85	-21	94
O=C(Nc1ccccc1)N(CCN1CCOCC1)Cc1ccccc1F	2.5	3	0	-3	9	6	87	7	92
Cc1nn(-c2ccccc2)c(C)c1C(=O)OCC(=O)N(C)c1ccccc1	.	-1	0	.	0	16	101	1	93
CCCC[C@@H]1CNC(=O)C(=O)N1CCc1cccc2ccccc12	2.5	9	3	-3	4	15	92	10	100
COc1ccccc1C1=NOC(COC(=O)c2ccc(Br)cc2)C1 (stereo unspecified)	0.7	-12	1	-6	-1	0	92	-6	92
Cc1ccc(CNc2ccc3c(c2)OCO3)c(C)c1	-1.5	144*	0	5	0	-470	.	127*	107
COC(=O)c1ccc(COc2cc([N+](=O)[O-])cc3cccnc23)cc1	0.4	1	0	-5	-3	9	96	1	93
COc1cccc(NC(=O)CN(C)CC(=O)Nc2ccc(Br)cc2)c1	0.5	8	0	-3	2	13	97	3	104
CCCOP(=O)(c1ccc(N(C)C)cc1)C(O)c1cc(OC)ccc1OC (stereo unspecified)	1.6	4	0	0	-9	6	111	2	116
COc1cccc(/C=N/NC(=O)c2nnn(-c3nonc3N)c2C(C)C)c1OCc1ccc(F)cc1	0.2	9	2	-28	6	0	116	5	119
O=[N+]([O-])c1ccc(N2CCSCC2)cc1	0.6	2	0	4	-3	5	94	2	97
O=C(O)CCCCOn1ccnc1	0.4	6	7	-2	0	2	91	5	86

Later entries
SMILES	MEX-5 binding	MCL1-BIM inh	GRK2 aptamer HTS	Fam108B inh	GLD-1 RNA inh	VLA-4 inh	AGP1 TOR yeast	Bcl-xL primary	CIT2 TOR yeast
CC(C)CC(=O)NCCCCc1ccccc1	0.1	15	2	4	6	33	95	7	98
O=C(c1ccccc1S(=O)(=O)NCC(O)COc1ccc([N+](=O)[O-])cc1)N1CCCCC1 (stereo unspecified)	1.5	4	0	1	6	-4	86	6	89
CCS(=O)(=O)N1CCCC(C(=O)NCC2CCCO2)C1 (stereo unspecified)	1.0	10	0	0	3	-3	101	0	100
CCCn1nnnc1NCc1ccc(OC)cc1OC	-2.7	0	5	-2	-2	10	99	2	99
O=C(Nc1ccccc1N1CCCC1)C1CCN(S(=O)(=O)c2ccc(F)cc2)CC1	3.3	-2	0	2	0	-3	101	3	104
O=S(=O)(c1ccc(Cl)nc1)N1CCc2ccccc21	0.6	4	0	1	3	2	101	7	90
Cc1ccc(N(CC(=O)NCc2ccc(F)cc2)C(=O)c2ccco2)cc1C	-0.5	11	2	4	5	14	100	8	102
COC(=O)Cn1c(=O)c(=O)n(CC(=O)OC)c2ccccc21	1.6	1	0	3	3	5	102	5	96
Cc1cccc(-c2nc3cc(NC(=O)C4CCCO4)ccc3o2)c1 (stereo unspecified)	-3.8	0	0	1	5	20	87	5	88
O=C(CCNc1n[nH]c(=O)[nH]c1=O)N/N=C/c1ccc(C(F)(F)F)cc1	-1.3	6	0	0	6	-2	98	4	100
COc1ccc(CNC(=O)COC(=O)c2sccc2C)cc1OC	.	.	2	.	3	-5	100	.	97
Cc1cc(C(=O)COC(=O)c2ccc(Br)o2)c(C)n1Cc1ccco1	1.8	5	3	1	12	4	85	0	77
COc1cc(NC(=O)CCc2c(C)nn(-c3ccc(N4CCOCC4)nn3)c2C)cc(OC)c1OC	0.2	2	1	-1	0	1	99	3	102
Cn1nc(C(=O)Nc2ccc(S(=O)(=O)N3CCCC3)cc2)ccc1=O	-4.2	-1	0	4	-1	6	93	3	95

Of the compounds above, 11 contain fluorine:
SMILES	MEX-5 binding	MCL1-BIM inh	GRK2 aptamer HTS	Fam108B inh	GLD-1 RNA inh	VLA-4 inh	AGP1 TOR yeast	Bcl-xL primary	CIT2 TOR yeast
CCOC(=O)C1(Cc2ccccc2C(F)(F)F)CCN(C(C)CSC)CC1 (stereo unspecified)	-2.8	1	2	-1	0	1	101	4	99
O=C(NC(=O)c1ccccc1F)OCc1ccc(Cl)cc1Cl	-0.1	5	1	-1	4	-9	86	8	75
COC(=O)c1sc(S(=O)(=O)N2CCN(c3ccccc3F)CC2)c(C(=O)OC)c1C	.	.	11	.	1	4	105	.	108
O=C(Cc1ccc(Br)cc1)NCCc1ccc(F)cc1	0.6	5	1	-1	4	8	108	1	94
CCN(Cc1ccccc1)C(=O)c1cccc(S(=O)(=O)N2CCN(c3ccc(F)cc3)CC2)c1	-1.1	-4	0	1	6	-2	108	-6	93
O=C(CSc1ccccc1F)NCC1(N2CCCCC2)CCCCC1	.	-16	3	.	5	-7	110	-8	99
O=C(Nc1ccccc1)N(CCN1CCOCC1)Cc1ccccc1F	2.5	3	0	-3	9	6	87	7	92
COc1cccc(/C=N/NC(=O)c2nnn(-c3nonc3N)c2C(C)C)c1OCc1ccc(F)cc1	0.2	9	2	-28	6	0	116	5	119
O=C(Nc1ccccc1N1CCCC1)C1CCN(S(=O)(=O)c2ccc(F)cc2)CC1	3.3	-2	0	2	0	-3	101	3	104
Cc1ccc(N(CC(=O)NCc2ccc(F)cc2)C(=O)c2ccco2)cc1C	-0.5	11	2	4	5	14	100	8	102
O=C(CCNc1n[nH]c(=O)[nH]c1=O)N/N=C/c1ccc(C(F)(F)F)cc1	-1.3	6	0	0	6	-2	98	4	100
